# KOR beta-arrestin-1 – kappa opioid receptor activators – cell-based, luminescence, uHTS, primary screen (AID 1777); KOR beta-arrestin recruitment, luminescence; higher % means a stronger effect; 280,000 tested, 0.02% active; one-dose activation, % at 10 µM; EC50 in µM for titrated hits; in the data active means activation above about 50%, passing the limit was not always enough; further: a part of the inactive calls stands beside numbers as strong as those of hits
# GPR55 activation – selective activators of receptor GPR55 – imaging, U2OS cells, beta-arrestin-GFP redistribution, primary screen (AID 1961); U2OS GPR55 beta-arrestin-GFP redistribution imaging; higher % means a stronger effect; activation, % at 10 µM; hits with a dose series show EC50 in µM; 290,000 tested, 0.048% active;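 active means activation above 40% with more than 50 cells counted in the well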;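 further: U2OS osteosarcoma cells stably expressing GPR55 and beta-arrestin-GFP; plate controls were DMSO negative control for no effect and LPI positive control for full effect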
# HIV fusion peptide – cell-free HIV fusion peptide-binding blockers – biochemical, uHTS, fluorescence dequenching, primary screen (AID 1986); cell-free peptide binding, fluorescence dequenching, 30 min; higher % means a stronger effect; one-dose inhibition, % at 20 µM; IC50 in µM for titrated hits; 290,000 tested, 0.3% active; in the data active means inhibition mostly above about 52%, no sharp cut-off; inactive means mostly below about 76%; further: some results filed as inactive read as strong as hits
# KOR beta-arrestin-2 – kappa opioid receptor blockers – cell-based, luminescence, uHTS (AID 1778) | inhibition, % at 10 µM, or IC50 in µM where a hit was titrated | KOR beta-arrestin recruitment, luminescence, antagonist mode; higher % means a stronger effect | 290,000 tested, 0.091% active; in the data active means inhibition above about 50%; further: strong numbers were not always called active
# NS5 inhibitors – Dengue-2 NS5 methyltransferase inhibitors, primary screen, biochemical, confirmation dose response (AID 588689). Dengue-2 NS5 methyltransferase capping enzyme assay, biochemical; higher % means a stronger effect. one-dose inhibition, % at 25 µM; IC50 in µM for titrated hits. 340,000 tested, 0.3% active; in the data active means a potency from the dose series
# GPR35 arrestin U2OS – GPR35 antagonists blocking zaprinast-driven arrestin recruitment, primary screen, imaging, U2OS, beta-arrestin-GFP, zaprinast agonist (AID 2058); U2OS GPR35 beta-arrestin-GFP translocation imaging, zaprinast antagonism; higher % means a stronger effect; inhibition, % at 10 µM, or IC50 in µM where a hit was titrated; 290,000 tested, 0.052% active;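 active means inhibition of at least 50% with at least 30 cells and total cytoplasm GFP at most 10,000,000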
# West Nile virus CPE – West Nile virus antiviral activity, cell-based, CPE readout (AID 1621) | one-dose CPE inhibition, % at 10 µM; IC50 in µM for titrated hits | 290,000 tested, 0.02% active | West Nile virus-infected cells, CPE inhibition; higher % means a stronger effect; in the data active means a potency from the dose series; further: strong numbers were not always called active
# NOD1 NF-kB reporter – NOD1 signaling inhibitors, primary screen, cell-based, luminescence, uHTS (AID 1578); inhibition, % at 4 µM; hits with a dose series show EC50 in µM; 290,000 tested, 1% active; NOD1-driven NF-kB luciferase reporter cells, luminescence; higher % means a stronger effect; in the data active means inhibition mostly above about 36%, no sharp cut-off; inactive means mostly below about 34%;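 further: HEK-293T reporter cells stimulated with the NOD1 agonist gamma-tri-DAP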
# GPR55 antagonists – inhibition of LPI-stimulated GPR55 beta-arrestin translocation – imaging, U2OS, beta-arrestin-GFP, LPI agonist, primary screen (AID 2013); U2OS GPR55 beta-arrestin-GFP translocation imaging, LPI antagonism; higher % means a stronger effect; one-dose inhibition, % at 10 µM; IC50 in µM for titrated hits; 290,000 tested, 0.13% active;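 active means spots per cell inhibited over 60%, with over 100 cells counted and total cytoplasm intensity under 500,000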;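 further: U2OS cells stably carrying GPR55 and arrestin-GFP stimulated by 5 µM LPI near EC80; imaged beta-arrestin-GFP aggregate spots per cell after agonist stimulation; plate controls were LPI-stimulated DMSO wells for no effect and DMSO wells without LPI for full effect; some results filed as inactive read as strong as hits; confirmed hits need IC50 under 10 µM and bright autofluorescent wells are also inconclusive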
# * marks the source's active call; other numbers are inactive results; / = not tested or not shown; [ ] = another dose, or the depositor's remark.
structure	KOR beta-arrestin-1	GPR55 activation	HIV fusion peptide	KOR beta-arrestin-2	NS5 inhibitors	GPR35 arrestin U2OS	West Nile virus CPE	NOD1 NF-kB reporter	GPR55 antagonists
CCCCCn1c(=O)c(C(=O)Nc2ccccn2)c(O)c2ccccc21	-3.3%	0.2%	13%	-22%[20 µM]	-2%	-9%	-0.3%	-5%	0%
Cc1cc(/C=C2\C(=O)NC(=O)N(c3ccc(F)cc3)C2=O)c(C)n1-c1ccc(C(=O)O)cc1	2.0%	-0.1%	11%	-6%	5%	2%	0.1%	-35%	7%
CCOc1cc(CN2CCN(C(=O)Cc3ccccc3)CC2)ccc1OC	0.6%	0.2%	1.6%	-4%	-6%	11%	-0.6%	-29%	11%
Cc1ccccc1N1C(=O)/C(=C/c2ccco2)C(=O)NC1=S	0.2%	-0.1%	76%*	20%	/	14%	0.0%	-5%	5%
O=c1[nH]c(=S)n(C2CC2)c(O)c1C=NCc1ccc(F)cc1	-2.8%	-0.1%	-0.5%	49%	-5%	8%	1.1%	-8%	-12%
O=c1c2ccccc2nc(-c2ccco2)n1-c1cccnc1	1.2%	-0.2%	-1.5%	/	/	11%	-0.1%	12%	-4%
CCn1c(O)c(/C=N/NC(=O)c2ccccc2)c(=O)[nH]c1=S	-2.0%	1.0%	4.1%	5%	-1%	-5%	0.2%	-5%	10%
O=S(=O)(c1ccc(Cl)cc1)N1CCCC1c1cccnc1 (stereo unspecified)	-2.9%	0.2%	-1.6%	/	-3%	13%	-0.3%	-4%	5%
CCCCCCCSc1cc(OC)c(CCNC)cc1OC	0.8%	0.1%	2.2%	-50%	5%	-4%	-0.9%	-13%	36%
C#C[C@]1(O)CCC2C3CCC4=C/C(=N/OCC(=O)NC(C)C(=O)NC(CCSC)C(=O)O)CC[C@]4(C)C3CC[C@@]21C (stereo partly specified)	6.0%	-0.1%	3.0%	-38%	7%	4%	-0.1%	8%	-9%
CC12CCC3C(CC=C4CC5(CCC43C)OCCO5)C1CCC2=O (stereo unspecified)	/	0.2%	2.4%	-24%[20 µM]	-2%	2%	-1.1%	-24%	12%
COc1cccc(-n2c(CN3CCN(C)CC3)nc3ccc([N+](=O)[O-])cc3c2=O)c1	4.8%	-0.6%	-2.0%	2%	-6%	21%	-1.0%	22%	0%
O=C(Cn1c(=O)n(CC2CS2)c2ccccc21)N1CCCCC1 (stereo unspecified)	/	-1.2%	-1.4%	/	/	-13%	-0.9%	-25%	7%
Cc1ccc(C2N3CCCN23)cc1 (stereo unspecified)	0.0%	0.6%	-1.8%	6%	12%	0%	0.2%	-1%	11%
N#CC1(c2ccccc2)CCN(C2CC(=O)N(c3ccc4c(c3)OCO4)C2=O)CC1 (stereo unspecified)	-4.0%	-0.1%	2.0%	-2%[20 µM]	0%	7%	0.3%	-29%	5%
O=C(Cc1ccccc1)N1CCN(C/C=C/c2ccccc2)CC1	-1.2%	-0.2%	1.6%	4%	-6%	-4%	-0.3%	-13%	18%
O=C1NC(=O)N(Cc2ccco2)C(=O)/C1=C/c1cccn1CCOc1ccccc1Cl	10%	-0.1%	-1.3%	-36%	6%	16%	-0.5%	38%	-3%
COc1ccc(C(=O)C(Cc2ccccc2)N(C)C)cc1 (stereo unspecified)	-2.0%	-0.2%	0.1%	31%	2%	10%	0.2%	-9%	8%
COc1ccc2c(c1OC)C(=O)OC2c1c(O)n(C2CCCCC2)c(=O)[nH]c1=O (stereo unspecified)	-4.6%	-0.4%	4.1%	14%	5%	-15%	0.4%	3%	-3%
O=C(CSc1nc2scc(-c3ccccc3)c2c(=O)[nH]1)Nc1ccccc1	2.6%	0.0%	0.6%	-27%	-4%	-10%	-0.3%	5.7µM*	-29%
O=C(O)C(O)(c1ccccc1)C1CCCCC1 (stereo unspecified)	4.9%	-0.1%	-0.7%	-40%[20 µM]	-7%	27%	1.1%	-7%	6%
CCCCCCC[n+]1ccc(-c2cc[n+](CCCCCCC)cc2)cc1	3.1%	-0.3%	-1.9%	26%	-3%	-6%	-1.8%	-17%	4%
CCCCOCCCn1c(N)c(C(=O)OCCOC)c2nc3ccccc3nc21	-3.9%	-0.1%	-2.1%	11%	/	9%	-0.2%	-6%	2%
CSc1ncc(CN2CCCC(C(=O)c3ccccc3SC)C2)cn1 (stereo unspecified)	3.1%	-0.1%	-1.8%	12%	-8%	-25%	-0.5%	-1%	-11%
C=CCn1c(O)c(C(C)=NCc2ccc3c(c2)OCO3)c(=O)[nH]c1=O	4.5%	-0.3%	-3.0%	-4%	0%	-6%	0.4%	0%	-9%
Cc1ccc(-n2c(O)c(/C=N/N3CCCCCC3)c(=O)[nH]c2=O)cc1C	-0.7%	0.0%	-0.1%	28%	/	-11%	-0.3%	1%	-9%
COc1ccc(OCC(=O)N2CCN(Cc3ccc4c(c3)OCO4)CC2)cc1	/	0.0%	1.4%	-1%[20 µM]	3%	31%	0.1%	-33%	8%
Cc1ccc(C)c(NC2=NCCCS2)c1	-0.1%	0.1%	-1.0%	8%	2%	-15%	0.1%	-23%	7%
CC(Cc1ccccc1)[n+]1cc(/N=C(\N)[O-])on1 (stereo unspecified)	-2.2%	0.2%	-2.0%	-14%	-6%	18%	-0.4%	21%	-7%
CC(=O)Nc1nc(CCl)cs1	-1.4%	-0.4%	-0.3%	26%	1%	-5%	0.0%	-24%	-2%
C=CCn1c(O)c(C=NCCN2CCNCC2)c(=O)[nH]c1=O	1.3%	-0.1%	2.1%	-11%	-6%	8%	0.7%	-3%	4%
O=C(c1cc2ccccn2n1)N1CCC2(CC1)OCCO2	0.1%	0.0%	-1.0%	-23%	-2%	10%	0.3%	-9%	3%
CCCNS(=O)(=O)c1ccc(OCC(=O)N2CCN(Cc3ccc4c(c3)OCO4)CC2)cc1	-6.7%	-0.1%	-0.2%	2%	-2%	0%	0.3%	9%	0%
CNCCCc1ccccc1	2.2%	-0.1%	0.9%	-36%	-1%	-9%	-0.1%	-16%	-9%
O=C1/C(=C/c2ccccc2Cl)N2CCC1CC2	2.1%	0.7%	-2.0%	-11%	3%	14%	0.3%	12%	5%
COc1ccc(C2=NCC(=O)N(CC(=O)NCc3ccco3)c3sc4c(c32)CCCC4)cc1	-4.5%	-0.1%	6.4%	15%	-6%	9%	1.1%	3%	27%
O=C1NC(=O)[C@]2(Cc3ccccc3N3CCN(c4ccccc4)CC32)C(=O)N1Cc1ccccc1 (stereo partly specified)	-3.0%	0.4%	1.5%	-19%	15%	-4%	-0.3%	4%	-8%
CN1CCc2nc(SCc3ccccc3Br)c(C#N)cc2C1	-1.8%	0.2%	-0.9%	-16%	6%	-4%	-1.0%	-16%	2%
C[N+]1(C)C2CCC1CC(OC(=O)C(CO)c1ccccc1)C2 (stereo unspecified)	-6.6%	-0.5%	-1.4%	14%	9%	-6%	0.0%	-10%	-1%

# Single records, as listed above. Screens in order: KOR beta-arrestin-1	GPR55 activation	HIV fusion peptide	KOR beta-arrestin-2	NS5 inhibitors	GPR35 arrestin U2OS	West Nile virus CPE	NOD1 NF-kB reporter	GPR55 antagonists
# Record of `O=C1/C(=C/c2ccccc2Cl)N2CCC1CC2` → 2.1%	0.7%	-2.0%	-11%	3%	14%	0.3%	12%	5%
# Record of `COc1ccc(OCC(=O)N2CCN(Cc3ccc4c(c3)OCO4)CC2)cc1` → /	0.0%	1.4%	-1%[20 µM]	3%	31%	0.1%	-33%	8%
# Record of `CC(Cc1ccccc1)[n+]1cc(/N=C(\N)[O-])on1` (stereo unspecified) → -2.2%	0.2%	-2.0%	-14%	-6%	18%	-0.4%	21%	-7%
# Record of `CSc1ncc(CN2CCCC(C(=O)c3ccccc3SC)C2)cn1` (stereo unspecified) → 3.1%	-0.1%	-1.8%	12%	-8%	-25%	-0.5%	-1%	-11%
# Record of `Cc1ccc(C)c(NC2=NCCCS2)c1` → -0.1%	0.1%	-1.0%	8%	2%	-15%	0.1%	-23%	7%

# Only part of the results is shown (hit frequency here may not be typical).
